HRas wt GTP bind = modulators of GTP binding to human HRas wildtype | P01112 | GST-Ras wt beads, Bodipy-FL-GTP binding, flow cytometry; actives lie on both sides | GTP binding activity, % at 10 µM | hit rate 0.14% among 190,000;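 active means GTP binding activity at least 20% away from the 100% baseline, either lowered as inhibitor or raised as activator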;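 further: 0% = unlabeled GTP competition control and 100% = no-compound control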
Target sequence (P01112 whole entry, looked up): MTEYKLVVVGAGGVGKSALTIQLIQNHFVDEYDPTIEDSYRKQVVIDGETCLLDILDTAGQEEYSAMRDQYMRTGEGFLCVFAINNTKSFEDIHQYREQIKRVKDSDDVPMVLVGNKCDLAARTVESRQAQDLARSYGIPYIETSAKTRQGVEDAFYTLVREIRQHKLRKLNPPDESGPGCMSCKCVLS
Rab7 wt GTP bind = modulators of GTP binding to dog Rab7 wildtype GTPase. GST-Rab7 beads, fluorescent GTP binding, flow cytometry; actives lie on both sides; untreated = 100%, excess cold GTP = 0%. GTP binding activity (percent of control), % at 10 µM. hit rate 0.055% among 190,000. AID 758;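 active means fluorescent GTP binding to Rab7 beads changed by at least 20 points from the 100% baseline, either direction, mostly lower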;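 further: median green fluorescence of bound Bodipy-FL-GTP per Rab7 bead population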
Pf gamet viab = inhibitors of late stage P. falciparum gametocyte viability; P. falciparum stage V gametocytes, ATP luminescence, 24 h; hit rate 0.065% among 150,000; inhibition, % at 10.9 µM; AID 743093;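 active means inhibition above the mean plus 3 SD of compounds within the control limits, set per campaign, cut at about 38% in these data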;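 further: 0% = DMSO wells and 100% = medium only without gametocytes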
Rac1 act GTP bind = human Rac1 activated mutant GTP binding change | P63000 | GST-Rac1 activated beads, fluorescent GTP binding, flow cytometry; actives lie on both sides; 100% means binding = to untreated wells | percent activity (GTP binding), % at 10 µM | hit rate 0.11% among 190,000 | AID 764;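 active means GTP binding at least 20 percentage points away from the 100% baseline, in either direction, so actives lie on both sides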
GSH bead fluor = GSH bead compound fluorescence profile | GSH beads flow cytometry, compound fluorescence 488/530 nm; hits give high values | fluorescence (KMESF) at 10 µM | hit rate 0.25% among 190,000 | AID 1776; in the data active means fluorescence above about 89;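 further: glutathione beads carrying GST-tagged Bcl family fusion proteins plus one bare bead set; values are compound well signal with DMSO vehicle wells as background; inactives centre near 16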
Rac1 wt GTP bind = human Rac1 wildtype GTP binding, inhibitors and activators; P63000; GST-Rac1 beads, fluorescent GTP binding, flow cytometry; actives lie on both sides; 0 = cold GTP competed, 100 = untreated; GTP binding activity (% of control), % at 10 µM; hit rate 0.27% among 190,000;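 active means GTP binding activity at least 20 points away from the 100% control level, either lower or higher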
ABCB1 block = human ABCB1 inhibition, ABCG2 as counter-screen; inhibition, % at 6.6 µM; hit rate 0.067% among 190,000; P08183; CCRF-Adr cells, JC-1 efflux, flow cytometry; in the data active means inhibition above about 40%;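 further: 0% = vehicle and 100% = reference inhibitor; higher value means more JC-1 retained so stronger ABCB1 efflux block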
ABCG2 block = inhibitors of human ABCG2 transporter, ABCB1 counter-screen | Q9UNQ0 | IgMXP3 cells, JC-1 efflux, flow cytometry | inhibition, % at 6.6 µM | hit rate 0.1% among 190,000 | AID 1325;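 active means inhibition above 80%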;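 further: 0% = DMSO and 100% = nicardipine control wells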
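material = IgMXP3 (ABCG2) plus far-red-tagged CCRF-Adr (ABCB1) cells | amount = 3 million cells/mL, equal mix of both lines | also added = JC-1 transporter substrate | dosing = one concentration, 6.6 µM final | schedule = 10 min at 25 °C | measured by = flow cytometric JC-1 green MFI at 530 nm | read-out basis = percent efflux inhibition, scaled nicardipine 100% to DMSO 0%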
Cdc42 wt = human Cdc42 wildtype GTP binding change, either direction; GST-Cdc42 beads, Bodipy-GTP binding, flow cytometry; actives lie on both sides; percent activity (GTP binding), % at 10 µM; P60953; hit rate 0.2% among 190,000;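 active means percent activity GTP binding at least 20 points away from the 100% baseline, either down as inhibitor or up as activator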;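 further: median bead fluorescence of bound Bodipy-FL-GTP at 100 nM; 0% = excess unlabeled GTP control and 100% = no compound control; below 100% means less GTP binding so inhibitor and above means activator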
Target sequence (P60953 whole entry, looked up): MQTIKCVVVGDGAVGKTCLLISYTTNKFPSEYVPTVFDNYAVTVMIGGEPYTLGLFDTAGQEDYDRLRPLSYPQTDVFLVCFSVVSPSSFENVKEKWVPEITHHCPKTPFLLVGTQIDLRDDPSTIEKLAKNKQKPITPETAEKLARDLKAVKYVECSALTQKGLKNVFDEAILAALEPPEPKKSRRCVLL
Rab2 wt GTP = changes GTP binding to wildtype dog Rab2A, up or down; P61105; GST-Rab2 wt beads, Bodipy-GTP binding, flow cytometry; GTP binding activity, % at 10 µM; hit rate 0.19% among 190,000;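 active means GTP binding activity at least 20 points away from 100%, either lowered or raised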;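 further: 0% = beads with excess unlabeled GTP and 100% = no-compound control corrected for plate trend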
Avidin fluor = avidin bead compound fluorescence profile | AID 1775 | Avidin beads, compound fluorescence 488/530 nm, flow cytometry; hits give high values | fluorescence (KMESF) at 10 µM | hit rate 0.38% among 220,000; in the data active means fluorescence above about 47; further: inactives centre near 10
* marks the source's active call; other numbers are inactive results; . = not tested or not shown.

molecule,HRas wt GTP bind,Rab7 wt GTP bind,Pf gamet viab,Rac1 act GTP bind,GSH bead fluor,Rac1 wt GTP bind,ABCB1 block,ABCG2 block,Cdc42 wt,Rab2 wt GTP,Avidin fluor
Cc1ccc(NC(=O)N2CCN(c3ccccn3)CC2)cc1,102,104,.,99,30,107,-0.1,35,104,106,11
CCN(Cc1ccccc1)C(=O)/C=C/c1ccccc1[N+](=O)[O-],97,103,3,94,17,99,0.4,4,97,100,9
CSc1nn(-c2ccc(C(=O)OC(C(=O)NC(N)=O)C(C)C)cc2)c(=S)s1 (stereo not given),95,90,-5,95,10,99,0.1,0,96,95,13
NNC(=O)c1cccc(COc2ccccc2Br)c1,97,99,.,97,60,99,0.2,6,98,96,9
Cc1ccc(NC(=O)Cc2ccc([N+](=O)[O-])cc2)c(Br)c1,101,104,-25,100,10,105,-0.1,-3,102,103,13
COc1ccc(N2C(=O)CCC(C(=O)NCc3ccccn3)C2c2ccc(OC)c(OC)c2)cc1 (stereo not given),102,104,.,99,28,103,0.5,2,104,101,4
COc1cc(/C=N/N2C(C)CCCC2C)cc(Br)c1O (stereo not given),95,93,9,94,13,97,0.2,3,97,95,12
COc1ccc(C(=O)/C=C/Nc2ccccn2)cc1,99,96,.,95,54,105,0.4,2,104,97,11
CCOC(=O)C1=NN(C(=O)c2ccc(C)cc2)C(O)(c2ccc(Cl)cc2)C1 (stereo not given),100,95,.,97,25,99,-0.1,0,101,100,13
CC(C)(C)c1nn(-c2ccccc2)c2[nH]c(=O)c(CNc3ccc4c(c3)OCCO4)cc12,103,101,.,99,18,97,0.6,2,102,104,15
Cc1ccc(-c2noc(-c3ccccc3C(=O)NCC3CCCO3)n2)cc1 (stereo not given),99,96,8,95,8,103,0.4,0,98,94,8
COc1ccc(N(CC(=O)NCc2ccccc2)S(=O)(=O)c2c(C)nn(C)c2C)cc1,99,98,.,98,27,103,1.1,1,98,98,6
COc1cc(/C=N/NC(=O)CCC(=O)NC2CCCCC2)ccc1C,98,101,26,95,16,98,0.9,13,96,98,9
CC(C)(C)OC(=O)N[C@@H](Cc1ccccc1)c1nnc(S(=O)(=O)Cc2ccccc2)o1,101,97,2,97,9,96,-0.4,-1,99,96,8
COc1ccccc1NC(=O)CN1CCN(CC(=O)Nc2ccc(Cl)c(C(F)(F)F)c2)CC1,95,91,-8,96,6,96,0.3,2,97,93,9
Cc1ccc(Cn2cc(S(=O)(=O)c3ccc(Cl)cc3)c(=O)c3cc(F)ccc32)cc1,101,100,0,100,20,104,0.3,0,102,100,14
C1CCN=C(Nc2nn[nH]n2)CC1,98,99,.,97,53,95,0.2,-1,97,98,10
O=C(O)CCCNC(=O)OCc1ccccc1,97,94,0,99,81,99,0.6,1,97,94,13
N#Cc1ccccc1OCC(=O)NCC1(N2CCCCC2)CCCCC1,100,106,-24,95,8,98,1.0,5,96,100,22
Cc1cc(NC(=O)CO/N=C/c2ccc3c(c2)OCO3)ccc1Br,96,106,-13,92,14,100,2.5,8,97,99,9
COc1ccc2c(c1)N1CCN=C1N2C,99,102,-1,97,9,99,0.4,7,103,102,11
Cc1nn2c(-c3ccncc3)nnc2c2ccccc12,95,96,24,95,27,94,-0.9,1,96,94,7
C=CCOC(=O)/C(=C\c1cccc2ccccc12)NC(=O)c1ccccc1,103,100,.,100,30,102,1.7,6,103,103,13
CCCC(c1nnnn1Cc1ccc(F)cc1)N1CCN(C)CC1 (stereo not given),98,99,-10,96,27,98,0.6,2,98,98,11
CC(NC(=O)COC(=O)Cn1cnc2ccccc2c1=O)C1CC2CCC1C2 (stereo not given),104,102,11,99,5,103,0.8,7,103,100,1
CCOc1ccc(S(=O)(=O)N(C)c2ccc(OCC(=O)Nc3ccc4[nH]c(=O)[nH]c4c3)cc2)cc1,96,96,.,96,15,99,0.1,0,92,96,17
O=C(Cn1cnc2ccccc2c1=O)Nc1ccc(-c2nnc3n2CCCCC3)cc1,101,98,-15,95,9,96,0.7,2,101,97,9
CCc1cccc(NC(=O)CSC2=NS(=O)(=O)c3ccccc32)c1,100,100,.,100,20,104,0.2,1,102,102,5
COc1ccc(OC)c(-c2nc3cc4ccccc4cc3nc2-c2ccccc2)c1,93,98,12,98,6,100,-0.1,-4,93,96,1
Cc1ccc(-n2c(SCC(=O)N/N=C/C=C/c3ccccc3[N+](=O)[O-])nc3ccccc3c2=O)cc1,98,97,.,96,22,100,4.4,-8,97,98,7
CCN(CCNC(=O)Nc1ccc(Cl)cc1)c1ccccc1,100,95,-2,98,10,98,0.2,4,101,97,21
O=C(OCn1nnc2ccccc2c1=O)c1cc(-c2ccccc2)nc2ccccc12,103,102,5,100,12,104,1.9,18,101,102,13
O=C(NCCCn1ccnc1)c1ccc(Br)o1,106,102,-4,101,16,108,0.2,1,108,104,12
CCOC(=O)CS(=O)(=O)c1ccccc1,98,98,.,99,50,101,0.9,4,100,98,8
O=C(Nc1cccc(-c2cn3ccccc3n2)c1)C1CC1,96,95,-22,94,16,93,0.4,2,95,91,15
CCn1c(=O)cc(OCC(=O)NCc2ccc(C)o2)c2ccccc21,103,105,-45,102,24,103,0.5,4,103,104,16
O=[N+]([O-])c1ccc(N2CCCCC2)cc1NCCOc1ccccc1,98,101,-2,99,6,99,2.8,57,99,98,8
CCOCC(=O)Nc1cc(S(=O)(=O)N2CCOCC2)ccc1N1CCCCC1,98,106,-6,96,14,98,-1.0,2,94,99,4
CC(C)CN(CC(C)C)C(=O)C12CCC(C)(C(=O)O1)C2(C)C (stereo not given),97,98,-22,98,21,103,0.5,1,96,98,22
c1cncc(-c2noc(CC3CCCCC3)n2)c1,99,96,.,97,43,100,-0.1,1,98,98,3
CN1CCN(S(=O)(=O)c2cccc(C(=O)NCc3ccc(Cl)cc3)c2)CC1,97,96,15,94,13,96,1.0,2,97,94,18
COCC(C)NC(=O)CSc1nnc(-c2cccc(S(=O)(=O)N3CCCCC3)c2)o1 (stereo not given),99,105,-2,95,9,100,0.3,2,97,99,20
CC1Cc2nc(SCC(=O)Nc3ccc4c(c3)OCO4)n(Cc3ccccc3)c(=O)c2S1 (stereo not given),95,96,.,95,24,95,7.1,43,98,96,11
COc1cccc(-c2nnc(-c3ccc(C)o3)o2)c1,100,95,-4,98,19,103,0.4,2,97,97,.
COc1ccc(N(C(=O)CNC(=O)c2ccco2)C(C(=O)NC2CCCC2)c2ccncc2)cc1 (stereo not given),97,100,.,96,24,100,0.8,2,98,98,12
COC(=O)c1cc(-c2ccc(OC)c(OC)c2)on1,104,100,.,101,44,104,-0.7,7,103,101,12
CCCSc1nc(C)cc(C)c1S(=O)(=O)c1ccccc1C,99,97,-1,95,17,98,0.3,2,99,97,36
Cc1cc(C)c(C(=O)C2OC(=O)C(C)(C)C(=O)C2(C)C)c(C)c1 (stereo not given),103,105,.,103,10,112,0.1,0,104,103,9
CC(=O)C1=C(c2ccccc2)NC(=O)NC1c1ccc(O)c(O)c1 (stereo not given),100,104,.,96,18,103,0.1,0,99,97,10
Cc1cc2nncn2c(Cc2ccccc2)n1,102,100,16,101,9,107,-0.1,0,103,100,6
CCOC(=O)C1CCN(Cc2ccc(OC)c(C)c2OC)CC1,100,98,-2,98,14,106,0.0,0,106,98,25
O=C(CSc1nc2ccccc2s1)CSc1nc2ccccc2s1,101,101,-5,95,48,96,0.4,1,97,98,9
Cc1ccnc(SCCn2c(N3CCC(C)CC3)nc3c2c(=O)[nH]c(=O)n3C)n1,103,101,.,97,13,104,1.1,4,103,103,7
CSc1cccc(NC(=O)CN(C)S(=O)(=O)c2ccc(F)cc2)c1,96,99,25,92,29,90,0.5,4,96,98,16
CCSc1nnc(NC(=O)NC(C)(C(F)(F)F)C(F)(F)F)s1,100,103,.,98,19,105,0.1,2,101,100,5

Screens: PubChem, several laboratories

Compounds were not picked by outcome, and some 1.1% of all compounds hit somewhere here.
